# From PubChem BioAssay
# PV pol inh = poliovirus RdRp elongation inhibitors, primary screen, biochemical, fluorescence polarization, total intensity; Genome polyprotein (Poliovirus type 1 (strain Mahoney)), P03300; poliovirus polymerase elongation; stronger effect = lower value; % elongation, % (compound at 16.7 µg/mL); hit rate 0.66% among 150,000; AID 588519, 2011; in the data active = % elongation below about 90%; also: some results filed as inactive read as strong as hits
# Target sequence (P03300 1749-2209 limits assumed): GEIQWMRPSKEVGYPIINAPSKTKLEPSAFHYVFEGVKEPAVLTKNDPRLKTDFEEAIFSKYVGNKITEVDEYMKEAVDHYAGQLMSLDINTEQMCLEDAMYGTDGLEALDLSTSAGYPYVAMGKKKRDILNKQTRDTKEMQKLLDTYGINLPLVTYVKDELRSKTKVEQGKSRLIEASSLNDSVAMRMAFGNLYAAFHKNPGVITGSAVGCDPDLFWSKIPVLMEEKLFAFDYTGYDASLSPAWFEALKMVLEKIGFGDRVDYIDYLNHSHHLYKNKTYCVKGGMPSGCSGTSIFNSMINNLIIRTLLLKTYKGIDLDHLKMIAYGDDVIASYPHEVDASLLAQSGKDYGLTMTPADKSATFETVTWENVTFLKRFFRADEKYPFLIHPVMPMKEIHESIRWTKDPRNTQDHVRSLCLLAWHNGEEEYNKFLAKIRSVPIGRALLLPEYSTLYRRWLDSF
# PV pol inh FP z-score = recorded beside PV pol inh, whose call it bears; z-score; measured here: FP z-score; hits read low
# Starred values were filed as active, the others as inactive; & = joins results of further samples.
# Values run as follows: PV pol inh	PV pol inh FP z-score
- CN(C)c1ccc(/C=C(/C#N)c2ccc(C#N)cc2)cc1
    76.0	-8.5
- CC(=O)N1CCOCCN(C(C)=O)CCOCC1
    101.0	0
- CCCS(=O)(=O)c1nc(S(=O)(=O)c2ccc(C)cc2)c(N(C)Cc2ccccc2)s1
    106.0	-0.4
- COC(=O)c1sccc1NC(=O)C(C)(C)C
    101.0	0
- O=C(Nc1sc2c(c1C(=O)NCc1ccco1)CCCC2)c1cc(=O)c2cc(Cl)ccc2o1
    105.0	-0.5
- Cc1ccc(/C=C/C(=O)N2CCC(c3nc4ccccc4o3)CC2)cc1
    102.0	-0.1
- Cc1cc(OCCCN2CCCC2)ccc1C(C)C
    99.0	-0.2
- O=c1cccc2n1CC1CC2CN(CC(O)CN2CC3CC(C2)c2cccc(=O)n2C3)C1 (centres undefined)
    101.0	0.2
- C/C(CN1C(=O)c2ccccc2C1=O)=N\Nc1ccccc1Cl
    107.0	0.4
- Cc1cnc(C(=O)NC(C)CCc2ccccc2)cn1 (centres undefined)
    101.0	-0.2
- CCCCc1ccc(NC(=O)COC)cc1
    100.0	0
- C[n+]1cccc(O)c1I
    101.0	-0.1
- CC(C)CCNC(=O)c1ccc(Cn2c(=O)c3cccn3c3cccnc32)cc1
    106.0	-0.1
- CC1CCCN(C/C(O)=C(\C#N)c2nc3ccccc3[nH]2)C1 (centres undefined)
    100.0	-0.1
- Cc1ccc(Cl)cc1-n1ncc2c(NCC3CCCO3)ncnc21 (centres undefined)
    100.0	-0.4
- CCN(CC)C(=O)CSc1n[nH]c(=S)s1
    104.0	0.4
- Clc1cccc(CN2CCN(Cc3ccco3)CC2)c1
    94.0	-1.7
- O=C(CN1CCCc2ccccc21)Nc1ccc(Cl)c(Cl)c1
    102.0	0.1
- COc1cccc(-c2ccc(-c3noc(-c4cccnc4)n3)c(OC)n2)c1
    101.0	0.6
- NC(=O)N/N=C/c1c(F)c(F)c(F)c(F)c1F
    103.0	0.3
- Fc1ccc(-c2noc3ncnc(NCc4ccc(Cl)cc4)c23)cc1
    107.0	0.2
- CC(=O)Nc1ccccc1Br
    101.0	0
- NC(=S)Nc1ccc(OCc2ccccc2)cc1
    103.0	0.1
- Cc1ccccc1NC(=O)CSc1nc(-c2ccco2)nc2cc(=O)[nH]n12
    104.0	-0.5
- O=C(CN1C(=O)c2ccccc2C1=O)Nc1cccnc1
    101.0	-0.6
- NC[C@@H]1O[C@H](O[C@@H]2[C@@H](CO)OC(O[C@@H]3[C@@H](O)[C@H](N)C[C@H](N)[C@H]3O[C@H]3O[C@H](CO)[C@@H](O)[C@H](O)[C@H]3N)[C@@H]2O)[C@H](N)[C@@H](O)[C@@H]1O (some centres undefined)
    100.0	0
- CCOC(=O)C1CCN(c2ccccc2CN2CCCc3cc(C)ccc32)CC1
    104.0	0.2
- CSc1nnnn1-c1ccc(C(N)=O)cc1
    99.0	-0.6
- Cc1onc(-c2ccccc2Cl)c1C(=O)N1CC(C)CC(C)C1 (centres undefined)
    103.0	0.5
- Cc1cccc(C)c1Nc1c(-c2ccc(N3CCOCC3)cc2)nc2ncccn12
    125.0	3.4

# 2 neighbouring records from above, quoted:
# Values run as follows: PV pol inh	PV pol inh FP z-score
- Cc1onc(-c2ccccc2Cl)c1C(=O)N1CC(C)CC(C)C1 (centres undefined)
    103.0	0.5
- Cc1cccc(C)c1Nc1c(-c2ccc(N3CCOCC3)cc2)nc2ncccn12
    125.0	3.4

# The main list resumes, starting seven compounds before the break.
# Values run as follows: PV pol inh	PV pol inh FP z-score
- Cc1ccccc1NC(=O)CSc1nc(-c2ccco2)nc2cc(=O)[nH]n12
    104.0	-0.5
- O=C(CN1C(=O)c2ccccc2C1=O)Nc1cccnc1
    101.0	-0.6
- NC[C@@H]1O[C@H](O[C@@H]2[C@@H](CO)OC(O[C@@H]3[C@@H](O)[C@H](N)C[C@H](N)[C@H]3O[C@H]3O[C@H](CO)[C@@H](O)[C@H](O)[C@H]3N)[C@@H]2O)[C@H](N)[C@@H](O)[C@@H]1O (some centres undefined)
    100.0	0
- CCOC(=O)C1CCN(c2ccccc2CN2CCCc3cc(C)ccc32)CC1
    104.0	0.2
- CSc1nnnn1-c1ccc(C(N)=O)cc1
    99.0	-0.6
- Cc1onc(-c2ccccc2Cl)c1C(=O)N1CC(C)CC(C)C1 (centres undefined)
    103.0	0.5
- Cc1cccc(C)c1Nc1c(-c2ccc(N3CCOCC3)cc2)nc2ncccn12
    125.0	3.4
- O=C(CSc1nc(=O)[nH]c2c1CCCC2)NCc1ccccc1
    106.0	-0.2
- Cc1ccc(C(=O)NC(NCc2ccco2)(C(F)(F)F)C(F)(F)F)cc1
    103.0	-0.1
- O=C(O)CCNc1nc(-c2ccccc2)c2cc(Br)ccc2n1
    102.0	0.2
- CC(c1ccccc1)C1C(C#N)=C(N)Oc2n[nH]c(-c3ccccc3)c21 (centres undefined)
    103.0	0.4
- COc1ccccc1CN1CCC(CNC(=O)c2cnn(-c3ccccc3Cl)c2C2CCN(C(=O)OC(C)(C)C)CC2)CC1
    112.0	0.6
- O=C(CC12CC3CC(CC(C3)C1)C2)NO
    107.0	0.6
- Cc1[nH]c2ccc(OC(F)(F)F)cc2c1CCNC(=O)C1CC=CCC1C(=O)OC(C)C (centres undefined)
    102.0	-0.3
- S=C(/C(=C/N1CCOCC1)c1ccccc1)N1CCOCC1
    104.0	1.2
- COc1cccc(-n2c(=O)c3c4c(sc3n(Cc3ccccc3C#N)c2=O)CCCC4)c1
    109.0	0.8
- CC1=NN(c2cccc3ccccc23)C(=O)C1
    105.0	1
- N#Cc1sc2ncc3c(c2c1N)CCCC3
    102.0	0.2
- CCCCNC(=O)c1cc(C)nc2ccccc12
    103.0	-0.1
- Cc1cc(C)nc(SCc2ccccc2C(=O)N2CCN(Cc3ccc(C#N)cc3)CC2)n1
    101.0	-0.2
- CCc1ccc(NC(=O)N(Cc2ccc(C)cc2)Cc2cccn2-c2nnc(N3CCCC3=O)s2)cc1
    105.0	-1.3
- CCCC(c1nnnn1CS(=O)(=O)c1ccc(C)cc1)N1CCC(C(N)=O)CC1 (centres undefined)
    102.0	0.1
- O=C(O)CSC1=CC(=O)N(c2cccc(Cl)c2)C1=O
    98.0	-0.4
- O=C(OCc1ccccc1F)C1COc2ccccc2O1 (centres undefined)
    104.0	0
- CCC(Sc1nc2ccccc2c2nc(-c3ccccc3)nn12)C(=O)Nc1cccc(OC)c1 (centres undefined)
    109.0	0.7
- COC(=O)c1cc(-c2cccnc2)nc2ccccc12
    103.0	0.7
- O=C(COC(=O)C1CC1)NCc1ccc(Cl)cc1
    102.0	0.4
- O=C(Cn1cnc2ccccc21)c1ccc(Cl)cc1
    103.0	0.3
- CN(C1=CC2=CC(=C(C#N)C#N)CCC2CC1)C1CCCCC1 (centres undefined)
    44.0	-4.8
- CCCCNC(=O)Cn1nc(-c2ccccc2)ccc1=O
    101.0	0.3
- CCOC(=O)NC(=S)Nc1ccc(OC)cc1
    100.0	0.2
- CC(NC(=O)CSc1ccccc1)c1ccc(S(N)(=O)=O)cc1 (centres undefined)
    107.0	0.6
- c1coc(C(CNc2ncnc3sc4c(c23)CCC4)N2CCCCC2)c1 (centres undefined)
    107.0	0.4
- O=C(CCCCl)Nc1nc(-c2cccs2)cs1
    103.0	0.2
- COc1ccc(-c2noc(CCC(=O)N(C)c3cc(Cl)ccc3OC)n2)cc1
    117.0	1.3
- C=CCN(CC=C)Cc1c(C)[nH]c2ccccc2c1=O
    102.0	-0.1
- COC(=O)c1ccc(OC(=O)COC(=O)CN2C(=O)c3ccccc3C2=O)cc1
    92.0	-0.8
- CCOc1ccc(C(N)=S)cc1OC
    98.0	-0.7
- c1ccc(CSc2nnc3n(CCOc4ccccc4)c4ccccc4n23)cc1
    102.0	-0.1
- Cc1ccc(NC(=O)CN2C(=O)COc3ccc(S(=O)(=O)N4CCOCC4)cc32)cc1N(C)C
    123.0	0.8
- COc1ccc(C2C=C(c3ccc(C)cc3)Nc3c(C(=O)Nc4ccccc4)cnn32)cc1 (centres undefined)
    93.0	-2.8
- CCOC(=O)c1c[nH]c(=S)n1C
    104.0	0.5
- NC(=O)C1(N2CCCCC2)CCN(c2ccc3nnc(-c4ccccc4)n3n2)CC1
    99.0	-0.8
- O=C(CSc1nnc(-c2ccncc2)n1Cc1ccco1)OC1CCCCC1
    102.0	0
- c1ccc(Cn2ncc3c(Nc4ccc5ccccc5c4)ncnc32)cc1
    101.0	-0.1
- CN(CC(=O)Nc1ccc(F)cc1)C(=O)c1ccc(-c2ccc(F)cc2)o1
    103.0	0.1
- COc1cc(/C(N)=N/O)cc(OC)c1OC
    97.0	-0.5
- CN(c1ccccc1)S(=O)(=O)c1ccc(C(=O)O)cc1
    100.0	-1.1
- Cc1ccc(C)c(OCCn2nnc3ccccc32)c1
    102.0	-0.1
- CCN1CCCC1CNC(=O)CCCOc1cc(=O)n(C)c2ccccc12 (centres undefined)
    100.0	-0.2
- Cc1c(-c2ccccc2)c(=O)oc2cc(OCC#N)ccc12
    101.0	-0.3
- CC1CCCCN1CCNC(=O)c1nc(-c2cccnc2)no1 (centres undefined)
    102.0	0.2
- Cc1ccc(-n2c(/C=C/c3ccccc3)nc3ccccc3c2=O)cc1Cl
    109.0	0.1
- Cc1ccc(C(=O)Nc2cccc(-c3nc4cccnc4s3)c2C)cc1
    108.0	0
- CCOC(=O)c1[nH]c(CSc2nnnn2-c2ccccc2C)c(C(=O)OCC)c1C
    132.0	3.4
- Cc1ccc(S(=O)(=O)N(CC(=O)Nc2c(C)cccc2C)c2cccc(Cl)c2)cc1
    106.0	0.6
- O=C(CN1N=C(c2ccccc2)CCC1=O)NCCC1=CCCCC1
    103.0	0.9
- O=C(Nc1ccc(Cl)cc1)C12CC3CC(CC(O)(C3)C1)C2
    101.0	-0.2
- C/C(=C/C(=O)C(F)(F)F)N1CCN(Cc2ccccc2)CC1
    111.0	1.4
- Cc1cccc(C)c1N=C1Oc2ccccc2N(C(=O)C(F)(F)F)C1(C)c1ccccn1 (centres undefined)
    98.0	-0.3
- CN1CC(=Nc2nonc2N)N(C)C1=O
    100.0	-0.3
- CC1CCN(c2csc3ccc(F)cc3c2=O)CC1
    105.0	-0.2
- CC(C)c1ccc(NC(=O)CC2NCCNC2=O)cc1 (centres undefined)
    103.0	-0.6
- Cc1ccccc1OCC(=O)Nc1ccccc1C(=O)OCc1cc(=O)n2c(C)csc2n1
    106.0	0
- COC(=O)C1=C(C)Nc2nc3ccccc3n2C1c1ccccc1 (centres undefined)
    100.0	-0.8
- Cc1nn2c3ccccc3nc2n(-c2ccccc2)c1=O
    100.0	-0.1
- Cc1cc(Br)ccc1NC(=O)c1ccccn1
    104.0	1.4

# Later entries.
# Values run as follows: PV pol inh	PV pol inh FP z-score
- CCC(Sc1nc(-c2ccc(OC)cc2)nc2c1c(=O)n(C)c(=O)n2C)C(=O)OC (centres undefined)
    98.0	-0.2
- CN(C(=O)C1CCCC1)C1CCS(=O)(=O)C1 (centres undefined)
    105.0	1
- O=C(CCC(=O)N1CCC(c2ccccc2)=N1)N1CCN(S(=O)(=O)/C=C/c2ccccc2)CC1
    102.0	-0.1
- CCCCNC(=O)C1CC(=O)N(C2CCCC2)C1 (centres undefined)
    100.0	-0.3
- O=C(CN1C(=O)S/C(=C\c2ccco2)C1=O)CN1C(=O)S/C(=C\c2ccco2)C1=O
    101.0	-0.1
- COc1ccc(-c2cc(SCCN3CCOCC3)c(C#N)c(-c3ccccc3)n2)cc1
    98.0	-0.2
- Fc1ccccc1N1CCN(CCCNc2nc(=S)[nH]c3ccccc23)CC1
    102.0	0.1
- O=C(Nc1ncn[nH]1)c1ccc(S(=O)(=O)N2CCOCC2)cc1
    103.0	0.1
- Cc1ccc(CNC(=O)CCCCn2c(=O)c3ccccc3n(Cc3ccc(C)cc3)c2=O)cc1
    106.0	-0.7
- C/C(=C\c1ccc(C(=O)O)cc1)c1ccc2c(c1)C(C)(C)CCC2(C)C
    102.0&101.0	0.3&0.3
- CC(C)c1nc2ccc(C(=O)NC(C)c3ccccc3)cc2o1 (centres undefined)
    114.0	1.6
- N#CC(C#N)=NNc1ccccc1C(N)=O
    101.0	0.3
- CN(C1CCCCC1)C1CCN(C(=S)Nc2cc(F)cc(F)c2)CC1
    102.0	0
- CCN(CC)S(=O)(=O)c1ccc2c(c1)N(CC(=O)N1CCN(c3cc(Cl)ccc3C)CC1)C(=O)CO2
    104.0	-0.3
- O=C(c1ccccc1NS(=O)(=O)c1ccc(F)cc1)N1CCCC1
    101.0	0.1
- Cc1ccccc1-n1nc(C)c2c1NC(=O)CSC2c1ccccc1C(F)(F)F (centres undefined)
    107.0	0.1
- CCOC(=O)c1c(NC(=S)N2CCN(C(=O)c3ccco3)CC2)sc2c1CCCCCC2
    101.0	0.5
- O=C(O)CC[n+]1ccc(-c2cc[n+](CCC(=O)O)cc2)cc1
    101.0	-0.1
- COc1ccc(CCn2c(C)cc(C(=O)CN3CCOCC3)c2C)cc1
    103.0	0.2
- COc1ccc(NC(=O)CCS(=O)(=O)c2ccc3c(c2)n(C)c(=O)c(=O)n3C)cc1Cl
    105.0	-0.2
- Cc1cc(C)c(OCCCN2CCCC2)c(C)c1
    102.0	0.7
- COC(=O)C1(C(O)C(=O)c2ccc(C)cc2C)CCCCC1 (centres undefined)
    103.0	0.6
- O=C(Nc1ccccc1C(F)(F)F)c1cnc2ccccn2c1=O
    102.0	-0.2
- N#Cc1c(-c2cccs2)cc(C(F)(F)F)[nH]c1=S
    115.0	1.3
- Brc1ccc(-c2cn3cc(Cc4ccccc4)sc3n2)cc1
    109.0	0.5
- Cc1ccc(C)c(N2CCN(C(=O)C3CCN(c4nc5ccc(C)cc5[nH]4)CC3)CC2)c1
    110.0	0.7
- CCOC(=O)CN1CCOCCN(CC(=O)OCC)CCOCC1
    106.0	1.2
- COc1cc(/C=N/N2C(=O)C(CC(=O)O)SC2=Nc2c(C)n(C)n(-c3ccccc3)c2=O)ccc1O (centres undefined)
    103.0	0.3
- Fc1ccc(-c2nc(Nc3cccc(C(F)(F)F)c3)nc3c2COc2ccccc2-3)cc1
    110.0	0.1
- CCOc1ccc(NC(=O)Cn2c(=O)cc(C)c3c(C)nn(-c4ccc(CC)cc4)c32)cc1
    110.0	0.4

# Only part of the results is shown, so the mix of outcomes need not match the whole.
